Bioassay records (PubChem)
SRC3 TRFRET art = TR-FRET detection interference compounds, artefact control for PPARgamma SRC-3 recruitment agonists, biochemical, TR-FRET ratio. TR-FRET ratio at 8 µM. 99,000 tested, 0.39% active. TR-FRET artefact counter-screen, PPARgamma/SRC-3 format; stronger effect = higher value; in the data active means TR-FRET ratio above about 2000; further: inactives centre near 1600
SRC1 TRFRET art = TR-FRET detection interference compounds, primary screen, artefact control for PPARgamma SRC-1 recruitment agonists, biochemical, TR-FRET emission ratio; 99,000 tested, 0.34% active; TR-FRET detection artefact counter-screen; stronger effect = higher value; TR-FRET ratio at 8 µM; in the data active means TR-FRET ratio above about 2300; further: inactives centre near 1800
Starred values were filed as active, the others as inactive. This is a subset; rates above refer to the full screens.

Sample of the layout, three compounds:
nr	SMILES	SRC3 TRFRET art	SRC1 TRFRET art
1	CC(C)CCOc1ccc(C2(C)NC(=O)N(CN3CCOCC3)C2=O)cc1 (centres undefined)	1630	1716
2	CCOc1ccc(Nc2nc(N)nc(CN3CCN(c4ccccc4F)CC3)n2)cc1	1436	1948
3	O=c1c([N+](=O)[O-])cccn1Cc1cccc(Cl)c1	1643	2135

The whole of this part, repeating the preview:
nr	SMILES	SRC3 TRFRET art	SRC1 TRFRET art
1	CC(C)CCOc1ccc(C2(C)NC(=O)N(CN3CCOCC3)C2=O)cc1 (centres undefined)	1630	1716
2	CCOc1ccc(Nc2nc(N)nc(CN3CCN(c4ccccc4F)CC3)n2)cc1	1436	1948
3	O=c1c([N+](=O)[O-])cccn1Cc1cccc(Cl)c1	1643	2135
4	CCn1c(C(C)NC(=O)c2ccccc2C)n[nH]c1=S (centres undefined)	1729	1801
5	O=[N+]([O-])/C=C\c1ccc(N2CCCC2)c(F)c1	1655	1847
6	Cc1nn(Cc2cccc(Oc3ccccc3)c2)c(C)c1NC(=O)NC12CC3CC(CC(C3)C1)C2	1448	1778
7	CNc1cc(N2CCN(S(=O)(=O)N(C)C)CC2)ccc1[N+](=O)[O-]	1586	1910
8	O=C(Nc1ccccc1)N1N=CCC1c1ccccc1 (centres undefined)	1579	1633
9	CC1(c2ccccc2)NC(=O)N(CC(=O)Nc2cc(S(=O)(=O)N3CCOCC3)ccc2Cl)C1=O (centres undefined)	1701	2067
10	CC(/C=N/NC(=O)c1cc(-c2ccc(C)o2)[nH]n1)=C\c1ccccc1	1669	1835
11	O=C(COc1cccc(Br)c1)N/N=C/C(=O)c1ccccc1	1492	1864
12	Cc1ccc(C(C(=O)NCC2CCCO2)N(Cc2ccccc2)C(=O)c2ccc(-c3ccccc3)[nH]2)o1 (centres undefined)	1677	1673
13	O=C(CNS(=O)(=O)c1ccc(Cl)cc1)N/N=C/c1ccco1	1717	1630
14	O=C(NC(=S)Nc1ccc(Cc2ccncc2)cc1)c1ccc(F)cc1	1455	1751
15	O=C(CSc1cccc[n+]1[O-])C12CC3CC(CC(C3)C1)C2	1463	1654
16	CC(C)c1nc(SCC(=O)Nc2ccc(N(C)C)cc2)c2ccccc2n1	1810	1880
17	Cn1ccnc1Sc1ccc(/C=N/NC(=O)c2ccccc2O)cc1[N+](=O)[O-]	1471	1711
18	O=C(c1ccc2c(c1)OCCO2)N1CCCC(CNS(=O)(=O)c2cccs2)C1 (centres undefined)	1650	1664
19	CC(=O)OCc1cc(-c2nn(C)c(=O)c3ccccc23)ccc1C	1652	1946
20	CN(C)CC(=O)Nc1ccc2cn[nH]c2c1	1493	1863
21	COc1ccccc1OCCOCCOc1ccc(C)cc1[N+](=O)[O-]	1576	1846
22	C[C@@H]1C=C(C(=O)NCc2ccccc2)O[C@H](OCc2ccc(CO)cc2)C1	1503	1508
23	CCOc1ccc(NC(=O)C2CCCN2C(=O)OCc2ccccc2)cc1 (centres undefined)	1622	1573
24	CSc1c(CC(=O)Nc2ccc(F)cc2)n(Cc2ccccc2)c2ccccc12	1895	1868
25	O=C(Cn1c(=O)oc2cc(S(=O)(=O)N3CCCC3)ccc21)N1CCN(c2ccccn2)CC1	1499	1956
26	Cc1ccc[n+](CC(=O)c2ccc(NC(=O)c3ccccc3)cc2)c1	1415	1780
27	CC(C)(C)OC(=O)N/N=C\c1ccc(OC(=O)c2cccs2)cc1	1624	1803
28	COc1cccc(NC(=S)NCc2ccco2)c1	1570	1656
29	O=C(CCCNC(=O)/C(=C/c1ccc(F)cc1)NC(=O)c1ccccc1)OCc1ccccc1	1691	1793
30	C[n+]1ccn(CC(=O)c2ccc(Br)cc2)c1	1543	1717
31	COc1ccc(C2c3c(ccc4ccccc34)Oc3ncn4nc(Cc5ccccc5)nc4c32)cc1OC (centres undefined)	1404	1704
32	CC(C)NC(=O)NC(=O)COC(=O)CCCSc1nc2ccccc2s1	1332	1716
33	CCc1cccc(NC(=O)c2cc(OC)c(OC)c(OC)c2)c1	1446	1664
34	COC(=O)N/N=C(\C)c1cccc(C(F)(F)F)c1	1484	1808
35	CCO[C@H]1OC(C(=O)NC2CC2)=C[C@@H](c2coc3ccccc3c2=O)[C@@H]1CCCO	1414	1555
36	O=C(Nc1ccc(Oc2ccc(Cl)cc2)cc1)c1ncn[nH]1	1368	1836
37	CC(C)CCNC(=O)CCCC1=NS(=O)(=O)c2ccccc2N1	1619	1884
38	O=C(Oc1cccc(NC2=NS(=O)(=O)c3ccccc32)c1)c1ccncc1	1591	1550
39	CC(=O)[C@H]1[C@H](c2cccc(Cl)c2)C(C#N)(C#N)[C@@H]2c3ccccc3C=CN21	1585	1823
40	COc1ccc(CN(C)CC(=O)Nc2ccccc2C(F)(F)F)c(OC)c1	1455	1917
41	O=C(Nc1ccc(N2CCOCC2)cc1)C1(S(=O)(=O)c2ccccc2)CC1	1539	1636
42	COc1ccc(C=O)cc1Cn1c(C)cc(C)c(C#N)c1=O	1610	1886
43	c1ccc(CN(Cc2ccccc2)c2nn[nH]n2)cc1	1511	1671
44	O=C(c1ccccc1)N1CCN(CC(O)COC2CCCCC2)CC1 (centres undefined)	1711	1739
45	COc1ccc(N2CCN(C(=O)CCS(=O)(=O)c3ccc(OC)cc3)CC2)cc1	1345	2087
46	CCn1c(O)c(N=NC(=O)CNc2cccc(C)c2)c2ccccc21	1586	1962
47	CC(C)(C)c1cc(Cl)c(O)c(NC(=S)NC(=O)c2cccnc2)c1	1537	1996
48	CCN(CC)CCCNC(=O)Cn1cnc2ccc(S(=O)(=O)N3CCC(C)CC3)cc2c1=O	1678	1875

Complete entries from above:
`COc1ccc(N2CCN(C(=O)CCS(=O)(=O)c3ccc(OC)cc3)CC2)cc1` as listed: SRC3 TRFRET art: 1345; SRC1 TRFRET art: 2087
`CC(=O)[C@H]1[C@H](c2cccc(Cl)c2)C(C#N)(C#N)[C@@H]2c3ccccc3C=CN21` as listed: SRC3 TRFRET art: 1585; SRC1 TRFRET art: 1823
`CCN(CC)CCCNC(=O)Cn1cnc2ccc(S(=O)(=O)N3CCC(C)CC3)cc2c1=O` as listed: SRC3 TRFRET art: 1678; SRC1 TRFRET art: 1875

(listing goes on)
nr	SMILES	SRC3 TRFRET art	SRC1 TRFRET art
49	O=C(Cc1ccc(F)cc1)Nc1cccc2cccnc12	1655	1973
50	Cc1nnc(SCC(=O)N2CCN(C(=O)c3ccco3)CC2)n1-c1ccccc1	1438	1833
51	Fc1ccc(CNc2ccc(CNc3ncn[nH]3)cc2)cc1	1645	1888
52	NNC(=O)CNc1cccc(Cl)c1	1662	1752
53	O=C(NC(Cc1ccccc1)C(=O)O)/C(=C\c1ccc(Cl)cc1)NC(=O)c1ccccc1 (centres undefined)	1637	1461
54	Cc1cc(C)c(S(=O)(=O)NC(CC(=O)O)c2cccc([N+](=O)[O-])c2)c(C)c1 (centres undefined)	1407	1707
55	CC(=O)c1c(C)[nH]c(C(=O)NC(C)c2ccccc2)c1C (centres undefined)	1427	1861
56	CC(O)(C#CCN1CCCCCC1)c1ccccc1 (centres undefined)	1454	1794
57	CNC(=O)N1c2ccccc2NC(=O)CC1C (centres undefined)	1531	1828
58	COC(=O)c1cn(NC(=O)CC2CCCCC2)c(=O)c2ccccc12	1734	1768
59	CCOC(=O)c1sc(=NC(=O)c2cccs2)n(C)c1C	1752	1624
60	CS(=O)(=O)c1ccc(C(=O)NC2CCCCC2)cc1	1573	1787
61	O=C(Nc1nccs1)c1ccc(NC(=O)C2CC=CCC2C(=O)O)cc1 (centres undefined)	1451	1580
62	CCCC(=O)NCCc1nc2ccccc2n1C	1553	1917
63	COc1ccccc1NS(=O)(=O)c1ccc(NC(=O)Cc2cccs2)cc1	1381	1578
64	O=C(NCCNc1ccc([N+](=O)[O-])cc1)c1ccc(Cl)cc1	1450	1610
65	Cc1cc(C)nc(SCc2ccc(C(=O)N/N=C/c3ccccn3)cc2)n1	1531	1676
66	CC1(C)CN(O)CCN1O	1569	1642
67	COc1ccc(C)cc1NC(=O)C(NC(=O)c1cc(OC)c(OC)c(OC)c1)C(C)C (centres undefined)	1448	1654
68	Cc1nnsc1C(=O)Nc1cccc(Cl)c1C	1475	1860
69	C#CCOCCOCCOCCNc1nc(N2CCN(C(=O)[C@H](Cc3ccc(O)cc3)n3cc([C@@H](N)C(C)CC)nn3)CC2)nc(N2CCN(C(=O)[C@H](CCCCN)n3cc([C@@H](N)CO)nn3)CC2)n1 (some centres undefined)	1656	1585
70	COc1cccc(NC(=O)c2ccc(S(=O)(=O)N(C)C)cc2)c1	1605	1676
71	CCCn1c(/C=C/c2ccco2)nc2ccccc21	1470	1751
72	O=C(c1ccco1)c1cn(CC(=O)N2CCCC2)c2ccccc12	1576	1857
73	CC1CN(C(NC(=O)c2ccccc2)C(Cl)(Cl)Cl)CC(C)O1 (centres undefined)	1367	1605
74	O=c1c2cnn(-c3ccccc3)c2ncn1Cc1cccc(Cl)c1	1597	1673
75	CNC(=O)C(=O)NCC1OCCN1S(=O)(=O)c1ccc2c(c1)OCCO2 (centres undefined)	1561	1825
76	COCc1cc(=O)n2[nH]c(SC)nc2n1	1544	1734
77	CC(=O)c1ccc(NC(=O)COC(=O)c2ccccc2Nc2ccccc2)cc1	1534	1503
78	COc1ccc(S(=O)(=O)N2CCOCC2)cc1Br	1637	1888
79	CCN(CC)CCNC(=O)c1nn(-c2ccc(C)cc2)c(=O)c2c1c1ccccc1n2C	1436	1610
80	C=CCNC(=S)NNC(=O)CSc1nc2ccccc2s1	1640	1728
81	CCC(C)c1ccccc1NC(=O)CN1CCN(C/C=C/c2ccccc2)CC1 (centres undefined)	1644	1893
82	COCCn1c(SCC#N)nnc1-c1ccccc1	1674	1724
83	CCOC(=O)c1c(NC(=O)COC(=O)c2nc(Cl)ccc2Cl)sc2c1CCC2	1516	1774
84	Cc1ccc2nc3nc(NCC4CCCO4)c(C(=O)NC4CCCC4)cc3c(=O)n2c1 (centres undefined)	1727	1744
85	CN1CCC(=NNC(=O)CSc2ccc(Cl)cc2)CC1	1587	2022
86	C=CCn1c(C)c(C(C)=O)c(N2CCN(C(c3ccccc3)c3ccccc3)CC2)nc1=S	2019	1958
87	COc1ccc(CNC(=O)CN(CCC(C)C)S(=O)(=O)c2ccc3c(c2)OCCO3)cc1	1483	1601
88	COCc1nnc(NC(=O)c2ccccc2Oc2ccccc2)s1	1712	1718
89	CC(NC(=O)COC(=O)CCc1ccccc1)c1ccccc1 (centres undefined)	1533	1515
90	Cc1ccc2c(c1)nnn2C1CCN(CC(=O)NCc2ccccc2F)CC1	1441	1610
91	O=C(O)/C=C/c1ccc(OCc2cccc(F)c2)cc1	1508	1938
92	O=C(NCc1ccco1)C(=O)NCC1OCCCN1S(=O)(=O)c1ccc(F)cc1 (centres undefined)	1510	1970
93	O=Nc1c(-c2ccccc2)cc2ccccn12	1708	1742
94	CCO[C@H]1OC(C(=O)N2CCOCC2)=C[C@@H](C)[C@@H]1CCCO	1688	1729
95	COc1ccc(C2CC(c3ccccc3)=NN2C(=O)COC(=O)CNC(=O)c2ccccc2)cc1 (centres undefined)	1400	1603
96	O=C(COc1cccnc1[N+](=O)[O-])N1N=C(c2ccc(Cl)cc2)CC1c1ccco1 (centres undefined)	1799	1983
97	C#CCNc1c2c(nc3nnnn13)CCCC2	1729	1624
98	COc1ccc(-c2cc(C(=O)Nc3ccccc3O)c3ccccc3n2)cc1OC	1468	1815
99	O=C(c1cccc([N+](=O)[O-])c1)n1nc(-c2ccccc2)nc1NCc1ccccc1	1656	1699
100	CCCOc1ccc(/C=N/NC(=O)CSCc2ccc([N+](=O)[O-])cc2)cc1OCC	1812	1850
101	CCCNC(=O)C(Sc1ccccc1)c1ccccc1 (centres undefined)	1601	1792
102	O=S(=O)(c1c(F)cccc1F)N1CCN(C(=S)NCc2ccc3c(c2)OCO3)CC1	1216	1610
103	C(#CC12CC3CC(CC(C3)C1)C2)CN1CCOCC1	1580	1714
104	Cc1cc(N2CCCN(C)CC2)nc2cc(Cl)ccc12	1502	1730
105	O=C(C1CCN(S(=O)(=O)c2cccs2)CC1)N1CCN(Cc2ccccc2)CC1	1505	1553
106	O=[N+]([O-])c1ccc2c(c1)C=C1CCCCC1(N1CCCCC1)O2 (centres undefined)	1531	1744
107	c1coc(CNc2ncnc3nc[nH]c23)c1	1797	1968
108	O=C(CN1CCCc2ccccc21)N/N=C/c1ccc(O)cc1O	1557	1882

Entries by screen from the list:
SRC1 TRFRET art, entries 97–103: 1624, 1815, 1699, 1850, 1792, 1610, 1714

Next part.
nr	SMILES	SRC3 TRFRET art	SRC1 TRFRET art
109	CN1CCN(NC(=O)c2cc(S(=O)(=O)N3CCOCC3)c(Cl)cc2Cl)CC1	1535	1724
110	Cc1nn(CC2CC2)c(=O)n1-c1ccccc1	1639	2011
111	Cc1nnc(NC(=O)CCSc2ccc(Cl)cc2)s1	1332	1438
112	CCOC(=O)c1sc(NC(=S)NC(=O)c2ccccc2)nc1C	1764	1966
113	Oc1c(C(Nc2nccs2)c2ccc(C(F)(F)F)cc2)ccc2cccnc12 (centres undefined)	1579	1974
114	Cc1cc([N+](=O)[O-])nn1CCCC(=O)N1CCN(c2ccccc2)CC1	1518	1891
115	Cc1cc(C)c2c(N)c(C(=O)c3cccc(Cl)c3)sc2n1	1617	1301
116	NC(=O)C(=O)N/N=C/c1c[nH]c2ccc(Br)cc12	1417	1588
117	N#CC(C#N)=NNc1ccc(S(=O)(=O)N2CCCC2)cc1	1642	1637
118	CCOc1ccc(NC(=O)NC23CC4CC(CC(C4)C2)C3)cc1	1433	1464
119	O=C(c1ccc(Cl)cc1)C1CCCN(Cc2cccn2-c2ccccn2)C1 (centres undefined)	1570	1849
120	CCNC(=O)c1ccccc1NC(=O)c1cccc(S(=O)(=O)N2CCOCC2)c1	1557	1996
121	CCCn1c(=O)c2[nH]c(C3CCCC3)nc2n(CCC)c1=O	1722	1844
